MITF inh = human MITF inhibition, primary screen; hit rate 0.91% among 650,000; inhibition, % at 2.6 µM; AlphaScreen MITF homodimerization, bead proximity signal; in the data active means inhibition above about 50%;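 further: 0% = vehicle wells with protein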
Target sequence (O75030 whole entry, looked up): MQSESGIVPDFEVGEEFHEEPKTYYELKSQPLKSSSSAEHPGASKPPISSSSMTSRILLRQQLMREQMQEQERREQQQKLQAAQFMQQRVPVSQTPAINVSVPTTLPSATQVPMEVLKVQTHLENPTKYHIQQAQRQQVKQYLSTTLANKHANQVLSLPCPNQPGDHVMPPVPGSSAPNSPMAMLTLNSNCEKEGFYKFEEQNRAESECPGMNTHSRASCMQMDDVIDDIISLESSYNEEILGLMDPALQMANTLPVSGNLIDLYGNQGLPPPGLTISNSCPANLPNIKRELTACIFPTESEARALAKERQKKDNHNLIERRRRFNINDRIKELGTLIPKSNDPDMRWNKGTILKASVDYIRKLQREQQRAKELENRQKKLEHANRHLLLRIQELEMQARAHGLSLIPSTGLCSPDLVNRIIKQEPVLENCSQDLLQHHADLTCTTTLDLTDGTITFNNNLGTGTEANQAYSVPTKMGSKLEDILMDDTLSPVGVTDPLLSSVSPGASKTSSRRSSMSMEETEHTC
TEAD-YAP inh = TEAD-YAP interaction inhibition. HEK-TIYL cells, TEAD-Gal4/YAP UAS-luciferase luminescence. inhibition, % at 9.12 µM. hit rate 1.4% among 640,000. AID 1259422; in the data active means inhibition above about 32%;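 further: 0% = median of test compound wells and 100% = reference inhibitor wells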
GPR151 ag = activators of human GPR151; PathHunter beta-arrestin GPR151 cells, luminescence; activation, % at 11.2 µM; Q8TDV0; hit rate 1% among 650,000; in the data active means activation above about 4.9%;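 further: 0% = median of compound wells and 100% = cells with positive control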
Target sequence (Q8TDV0 whole entry, looked up): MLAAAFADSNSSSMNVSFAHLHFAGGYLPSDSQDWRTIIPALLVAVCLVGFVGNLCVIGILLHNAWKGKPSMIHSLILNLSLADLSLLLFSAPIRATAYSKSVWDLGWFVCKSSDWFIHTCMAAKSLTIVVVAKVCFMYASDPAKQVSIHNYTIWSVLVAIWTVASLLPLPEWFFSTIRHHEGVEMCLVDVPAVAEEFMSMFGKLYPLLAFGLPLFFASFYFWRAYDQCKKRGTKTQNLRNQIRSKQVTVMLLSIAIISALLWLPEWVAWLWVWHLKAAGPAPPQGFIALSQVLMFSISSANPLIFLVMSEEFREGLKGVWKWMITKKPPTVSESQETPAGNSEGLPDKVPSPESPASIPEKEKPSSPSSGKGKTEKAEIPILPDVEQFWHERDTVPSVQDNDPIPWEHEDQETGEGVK
FBW7 activator = human FBW7 E3 ligase activation, primary screen | Q969H0 | AlphaScreen FBW7–phospho-cyclin E peptide binding, activator screen | hit rate 0.13% among 650,000 | normalized activity (activation), % at 26.1 µM; in the data active means normalized activity above about 1.9%;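 further: purified mutant Fbw7 with reduced substrate affinity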
The depositor's hits bear a star; & = joins results of further samples.

Results follow in this order: MITF inh, TEAD-YAP inh, GPR151 ag, FBW7 activator
> CCCCCOC(=O)C1=C(C)NC2=C(C(=O)CCC2)C1c1cc(OC)c(OC)cc1[N+](=O)[O-] (stereo not drawn)
→ -1, 19, 0.3, -0.2
> COc1ccc(NS(=O)(=O)c2cc(NC(=S)NC(C)=O)ccc2C)cc1
→ 6, -5, -0.9, 0.0
> Cc1cc(C)nc(/N=C(\N)Nc2cccc(C)c2C)n1
→ 5&0, 3&12, -0.7&0.1, 0.3&0.2
> O=C(O)C1CCCN1S(=O)(=O)c1cccc([N+](=O)[O-])c1 (stereo not drawn)
→ -2, 0, 0.1, -0.1
> COc1ccc(-c2nc(C)c(CCNC(=O)C(=O)Nc3ccccc3F)s2)cc1OC
→ -10, -7, 0.5, 0.1
> Cc1ccc(-n2cccc2/C=N/n2cnnc2)cc1Cl
→ 18, 7, -1.3, 0.2
> COc1ccc(N2CCN(S(=O)(=O)c3ccc4[nH]c(=O)oc4c3)CC2)cc1
→ 13, 3, -0.9, -0.1
> Cn1c2ccccc2c2nn3c(SCC(=O)O)nnc3nc21
→ 10, 4, 0.3, 0.2
> COC(=O)c1ccc(C(=O)N=c2sc3cc(C)ccc3n2C)cc1
→ -10, -72, 0.0, 0.0
> O=C(CNC(=O)c1ccccc1F)NCCOc1cccc(Cl)c1Cl
→ 9, 3, -1.4, -0.1
> COc1cccc(CCc2nnc(CCC(=O)NCc3ccc(OC)cc3OC)o2)c1
→ -1, 7, 0.4, 0.6
> CCOC(=O)C(=NCC1CCCO1)NNc1ccc(Br)cc1 (stereo not drawn)
→ 15, -22, 1.6, 0.0
> Nc1nnc(CCS(=O)(=O)c2ccc(Cl)cc2)s1
→ 14, 9, -0.1, 0.2
> COc1cc(CNc2ccnc3c(-c4ccc5c(c4)OCO5)cnn23)cc(OC)c1OC
→ -7, 0, 0.3, 0.0
> Nc1cccc(-c2cccc(C(=O)NCc3ccccc3)c2)c1
→ 22, -7, -1.9, 0.1
> Cc1ccc(NC(=O)C2(c3ccccc3)CCOCC2)c(C)c1
→ 18, -1, -0.5, 0.1
> c1ccc(CN2CCC(NCCN3CCOCC3)C(c3ccccc3)C2)cc1 (stereo not drawn)
→ 10, 4, 0.3, 0.1
> CC(=O)c1ccc(NC(=O)c2cc(=O)[nH]c(=O)[nH]2)cc1
→ 7, -2, -1.7, 0.1
> COc1ccc(C2C(=O)N(C3CCC(C)CC3)CC(=O)N2Cc2ccco2)cc1OC (stereo not drawn)
→ 7, -3, 1.1, 0.0
> NCCCC[C@@H]1NC(=O)[C@H]2CN(C(=O)c3ccc(Cl)cc3)CCN2C1=O
→ -13, -27, -1.4, 0.0
> Cc1ccc(S(=O)(=O)Nc2cccc(C(F)(F)F)c2)cc1[N+](=O)[O-]
→ 9, 4, 0.2, 0.0
> CCOC(=O)C1=C(C)N=c2s/c(=C\c3cc(Br)ccc3OC(C)=O)c(=O)n2C1c1ccc(OC)cc1 (stereo not drawn)
→ 8, -1, 0.7, 0.2
> COc1cccc(CN2Cc3ccccc3OC(C)C2)c1OC (stereo not drawn)
→ 15, 1, 1.4, 0.2
> CCc1cc(C(=O)Cc2cscn2)c(O)cc1O
→ 6, 4, 0.2, -0.1
> Cn1c(/C(C#N)=C/c2ccccc2)nc2ccccc21
→ 16, 3, -0.4, 0.1
> COc1cccc2sc(=NC(=O)c3ccc(S(=O)(=O)N4CCCCC4)cc3)n(C)c12
→ 0&-4, -3&-2, -0.8&0.9, -0.1&0.0
> O=C(CSc1nnc(Cc2cc(=O)[nH]c(=O)[nH]2)n1-c1ccccc1)NCc1ccccc1
→ 19, 11, 0.0, 0.5
> COCCCNC(=O)CCc1c(C)nc2c(c(C)nn2C(C)(C)C)c1C
→ -6, 5, -1.3, 0.0
> Cc1c(Cl)cccc1NC(=O)c1cnn2cccnc12
→ 0, -40, 0.0, 0.1
> COc1ccc(/C=C/C(=O)Nc2ccc(F)c([N+](=O)[O-])c2)cc1OC
→ 9, -2, 1.4, 1.2
> CCCCn1c(CNC(=O)c2ccccc2OC)nnc1SCC(=O)Nc1sc2c(c1C(=O)OCC)CCCC2
→ -5, -3, 2.0, 0.0
> O=C(Nc1ccc(NC(=O)c2ccccc2[N+](=O)[O-])cc1)c1ccccc1
→ 7, -38, -2.1, -0.1
> CN1C(=O)CC(C(=O)Nc2ccccc2F)SC1=Nc1cccc(Cl)c1 (stereo not drawn)
→ -8, 7, 0.7, 0.1
> Cc1ccc(S(=O)(=O)Nc2cc3c(C(=O)OC(C)C)c(C)oc3c3ccccc23)c(C)c1
→ 2, -7, 1.7, -0.1
> Cc1ccc2nc(Cl)c(/C=N/Nc3nc(C)cc(C)n3)c(=O)n2c1
→ -2, 12, 2.9, -0.1
> CN(C)c1cccc(N=Cc2c(O)n(-c3ccc(Cl)cc3)c(=O)[nH]c2=O)c1
→ 0, -9, 3.1, -0.1
> COc1cccc(C(=O)N2CC[C@@H]3[C@H](CCCN3C(=O)CCC(C)C)C2)c1
→ 15, -12, -0.1, 0.9
> CCc1n[nH]c(=S)n1/N=C/c1c(O)ccc2ccccc12
→ 9, -2, -0.6, -0.3
> Cc1c(Cl)cccc1N1C(=O)C2C(c3ccc(Cl)cc3)OC3(C(=O)c4ccccc4C3=O)C2C1=O (stereo not drawn)
→ 1, -1, 0.1, 0.0
> Cc1cccc(-n2nc3c(c2NC(=O)c2cccc(C(F)(F)F)c2)CSC3)c1C
→ 4, 9, -1.8, 0.9
> COCCOC(=O)C1=C(C)NC2=C(C(=O)CC(c3ccccc3)C2)C1c1cccc(OC)c1OC (stereo not drawn)
→ 0, 18, 0.6, 0.2
> COc1ccc(NS(=O)(=O)c2ccc3c(c2)NC(=O)CC(=O)N3)c(OC)c1
→ 6, 11, -0.8, -0.1
> CCSCCOC(=O)C1=C(C)NC2=C(C(=O)CCC2)C1c1ccc(Cl)cc1 (stereo not drawn)
→ -14, -1, 0.1, 0.2
> CC(C)(C)N1CC(O)CN(C(C)(C)C)CC(O)C1 (stereo not drawn)
→ 18, -8, 1.2, 1.3
> CCC(=O)Nc1sc2c(c1C#N)CCC(C)C2 (stereo not drawn)
→ 3, -23, 0.5, 0.1
> O=c1c2cccnc2[nH]c(=S)n1CCc1ccc(Cl)cc1
→ 11, 8, 0.0, 1.0
> Cc1cc(C)cc(NC(=O)c2ccc3c(=O)n(Cc4ccccc4)c(SCC(=O)c4ccccc4)nc3c2)c1
→ -11, -8, -0.7, -0.1
> CN(C)c1ccc(C2CC(c3ccc(Cl)cc3)=NN2C(=O)CCC(=O)O)cc1 (stereo not drawn)
→ 4, -8, 1.0, -0.2
> CCOc1ccc(S(=O)(=O)NCCOc2ccc(F)cc2)c(OCC)c1
→ 9, 11, -0.5, 0.0
> CCCOc1ccc(/C=C2\C(=O)N(c3ccc(C)c(C)c3)C(C)=C2C(=O)OCC)cc1OCC
→ -7, -6, 0.1, -0.1
> NC(C(=O)N1CCC(Oc2ccc3cnccc3c2)CC1)c1ccc(Cl)cc1 (stereo not drawn)
→ 17, 0, 3.1, -0.4
> O=C1CCCC2=C1C(c1ccc(O)c(O)c1)C1=C(CCCC1=O)N2
→ 29, -9, -0.1, 0.0
> COc1ccc(OC)c(NC(=O)CCCn2sc3ccccc3c2=O)c1
→ 9, 7, -3.5, 0.6
> COc1cc(/C=N/Nc2snc(SC)c2C#N)cc(OC)c1OC
→ 2, 34*, -0.5, 0.1
> COc1ccc(-c2ccc(C(=O)NNC(=O)c3ccccc3Cl)cc2)cc1
→ -3, 8, -0.2, -0.2
> O=C(c1ccc(Cl)cc1)N1CCc2nc3ccccn3c(=O)c2C1
→ 11, 3, 2.4, 0.2
> COc1cc(OC)c(C2CC(c3cccc(Br)c3)Nc3ncnn32)cc1OC (stereo not drawn)
→ 5, 15, 0.0, -0.1
> CCCCCn1c(SCC(=O)OCC)nc2cc(C(=O)NCc3ccco3)ccc2c1=O
→ -2, 0, 0.2, -0.1
> CC(C)Cc1cc(C(=O)Nc2ccccc2C(F)(F)F)no1
→ -11, -17, -0.9, 0.0
> COc1ccc(C2/C(=C(\O)c3ccc(C)cc3)C(=O)C(=O)N2c2nnc(C)s2)cc1OC (stereo not drawn)
→ -4, -2, -0.5, -0.2

Limited to GPR151 ag, TEAD-YAP inh and MITF inh, for four of the compounds above:
SMILES	GPR151 ag	TEAD-YAP inh	MITF inh
COc1ccc(NS(=O)(=O)c2ccc3c(c2)NC(=O)CC(=O)N3)c(OC)c1	-0.8	11	6
CCSCCOC(=O)C1=C(C)NC2=C(C(=O)CCC2)C1c1ccc(Cl)cc1 (stereo not drawn)	0.1	-1	-14
CC(C)(C)N1CC(O)CN(C(C)(C)C)CC(O)C1 (stereo not drawn)	1.2	-8	18
CCC(=O)Nc1sc2c(c1C#N)CCC(C)C2 (stereo not drawn)	0.5	-23	3

Returning to the listing; the five compounds before the break are reprinted first.
Results follow in this order: MITF inh, TEAD-YAP inh, GPR151 ag, FBW7 activator
> O=C(c1ccc(Cl)cc1)N1CCc2nc3ccccn3c(=O)c2C1
→ 11, 3, 2.4, 0.2
> COc1cc(OC)c(C2CC(c3cccc(Br)c3)Nc3ncnn32)cc1OC (stereo not drawn)
→ 5, 15, 0.0, -0.1
> CCCCCn1c(SCC(=O)OCC)nc2cc(C(=O)NCc3ccco3)ccc2c1=O
→ -2, 0, 0.2, -0.1
> CC(C)Cc1cc(C(=O)Nc2ccccc2C(F)(F)F)no1
→ -11, -17, -0.9, 0.0
> COc1ccc(C2/C(=C(\O)c3ccc(C)cc3)C(=O)C(=O)N2c2nnc(C)s2)cc1OC (stereo not drawn)
→ -4, -2, -0.5, -0.2
> N#C/C(=C\c1cc([N+](=O)[O-])ccc1N1CCOCC1)C(=O)NC1CCCCC1
→ 10, 5, 0.1, -0.1
> O=C(CN1C(=O)NC2(CCCC2)C1=O)Nc1cccc(Br)c1
→ 1, -5, 0.7, 0.0
> COC(=O)c1c(C)oc2ccc(OC(=O)C(C)C)cc12
→ 5, -7, -0.8, 0.1
> COc1ccc(NC(=O)Nc2cccc(OC)c2)cc1
→ -14, -55, -2.9, 0.0
> CCOc1ccccc1N1CC(C(=O)Nc2ccccc2F)CC1=O (stereo not drawn)
→ 5, 0, 2.2, 0.0
> CC(C)CN1CCN(Cc2ccc(CO)o2)CC1CCO (stereo not drawn)
→ 4, 13, 0.1, -0.1
> CC(=O)c1ccc(N2CCN(CC(=O)Nc3cccc(Br)c3)CC2)cc1
→ 4, -6, 1.0, 0.0
> N#Cc1c(/N=C/c2ccc(OCC(=O)O)cc2)sc2c1CCCC2
→ -2, -1, -1.4, -0.1
> CCOC(=O)C1(C(F)(F)F)N=C(c2ccncc2)OC(N(C)C)=N1 (stereo not drawn)
→ 2, 13, -1.4, 0.8
> COc1cccc(CC(=O)Nc2cnc3cnc(-c4ccc(N5CCOCC5)cc4)cn23)c1
→ 18, -9, 1.4, 0.1
> CCCCN1C(=O)C(O)(CC(=O)c2c(C)coc2C)c2cc(Br)ccc21 (stereo not drawn)
→ -4, 3, 0.6, 0.1
> CCOC(=O)CSC1=C(C#N)C(C)(C)C(C#N)C(=O)N1 (stereo not drawn)
→ 2, -5, 0.0, 0.4
> Brc1ccccc1Nc1ncnc2c1cnn2-c1ccccc1
→ 19, -54, 0.9, 0.2
> O=c1[nH]c(N2CCCC2)nc2c1CN(Cc1c(O)ccc3ccccc13)CC2
→ -10, -1, 0.5, -0.1
> COc1ccc(S(=O)(=O)N2CCN(CCNC(=O)c3cccc(C)c3)CC2)cc1
→ 15, 8, -0.5, 0.2
> CC(C)(C)c1nnc(NC(=O)c2ccc([N+](=O)[O-])cc2)s1
→ 13, -2, -0.1, 0.6
> COc1cc(OC)c2c(c1)C1C=CCC1C(c1ccc(C(=O)O)cc1)N2 (stereo not drawn)
→ 73*, -1, -0.5, -1.4
> COc1ccc(S(=O)(=O)n2cnc3ccccc32)cc1C
→ -3, -4, 1.1, -0.1
> COc1cc(C(=O)Nc2ccc(N(C)C)c3ccccc23)cc(OC)c1OC
→ -19, -1, -0.6, -0.1
> COc1ccc(NC(=O)ON=C2CCCC2)cc1
→ 14, -38, 0.7, 0.0
> Cc1noc(C)c1C(=O)Nc1sc2c(c1C(N)=O)CCCCC2
→ 1, -2, -1.9, -0.2
> CCOc1cc(CNCCCO)cc(I)c1OC(C)C
→ -8, 3, 1.3, -0.1
> Cc1cc2c(=O)n(CC(=O)Nc3ccc(F)cc3Cl)cnc2s1
→ 13, 3, -1.4, 0.1
> COc1ccc2nc(N3CCCC(C(=O)NCCN4CCOCC4)C3)sc2c1 (stereo not drawn)
→ 5, 3, -0.7, -0.1
> O=c1oc2c(-c3ccc(Cl)cc3)cc(O)cc2s1
→ -2, -2, -0.7, -0.1
> CC(C)n1cnc2c(NCCc3ccc(O)cc3)nc(N3CCN(c4ccccn4)CC3)nc21
→ -7, -3, -0.4, -0.1
> CSc1cccc(CN[C@H]2C[C@H]3C(=O)N4CCC[C@@H]4C(=O)N3C2)c1
→ 7, 3, 0.2, 0.0
> C=CCN(c1ccccc1)S(=O)(=O)c1cc(C(=O)Nc2ccc(C)c(F)c2)ccc1F
→ 5, 2, 0.8, 0.0
> CCOc1ccccc1CNC(=O)Cn1nc(CC)n2c(cc3sc(C)cc32)c1=O
→ 6, 11, -0.3, 0.0
> CC(=O)c1ccc(NC(=O)C2CCCO2)cc1 (stereo not drawn)
→ 16, -21, 0.0, 1.4
> O=C(NC1CCN(CC(=O)N2CCCC2)CC1)c1ccccc1Br
→ 9, -1, -0.3, -0.1
> Cc1cccc(NC2c3ccccc3C(=O)N2Cc2ccccc2)n1 (stereo not drawn)
→ 0, -10, -0.8, -0.2
> O=C(Nc1nccs1)C(=O)NC1CCCCCCC1
→ -1, -37, -1.1, -0.1

Assay outcomes from PubChem.
